CR mimetic SO: lowers age-related superoxide in aged yeast cells; AID 2690; superoxide response (% of plate mean), % at 10 µM; 330,000 compounds, 0.18% hits; S. cerevisiae aged cells, superoxide DHE fluorescence; hits give low values;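 active = superoxide response under a set limit, about three screen SD below normal, cut at about 65% in these data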;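 note: yeast aged for seven days with compound at 30 °C before DHE staining; 100% = average MFI of all compound-treated wells on the plate with controls excluded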
ZTA counter: blocks Epstein-Barr virus ZTA, an EBNA-1 counter-screen; P03206; ZTA-DNA binding, fluorescence polarization; inhibition, % at 11 µM; 320,000 compounds, 0.15% hits; in the data active = inhibition above about 33%
Target sequence (P03206 whole entry, looked up): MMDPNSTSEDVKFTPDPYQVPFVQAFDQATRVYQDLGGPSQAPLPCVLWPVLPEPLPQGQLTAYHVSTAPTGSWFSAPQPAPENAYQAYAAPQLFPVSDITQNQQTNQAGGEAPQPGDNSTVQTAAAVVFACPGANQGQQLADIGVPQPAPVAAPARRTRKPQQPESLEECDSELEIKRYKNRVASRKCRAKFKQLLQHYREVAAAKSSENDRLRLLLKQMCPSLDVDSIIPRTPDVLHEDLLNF
EBNA-1 inhibitor: blocks EBNA-1 binding to DNA. EBNA-1 DNA binding, fluorescence polarization. inhibition, % at 14.8 µM. 300,000 compounds, 0.34% hits; in the data active = inhibition above about 28%
Efflux pump mplx: antifungal efflux pump inhibition, Nile Red retention | S. cerevisiae Candida pump triplex | inhibition, % at 10 µM | 330,000 compounds, 0.44% hits;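 active = plate passing quality check with inhibition over a set limit, or well fluorescence over plate mean plus 4 SD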;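 note: Nile Red retained in pooled yeast measured as flow cytometry median fluorescence; 0% = buffer negative control and 100% = Enniatin B positive control; higher means more Nile Red kept so more efflux inhibition; some compounds called inactive have numbers as strong as hits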
GLD-1 RNA inh: GLD-1-TGE RNA interaction inhibition (C. elegans). inhibition, % at 5.96 µM. 320,000 compounds, 0.44% hits. purified GLD-1 + fluorescein TGE RNA, fluorescence polarization. Q17339. AID 2280;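 active = percent inhibition above a per-plate cutoff, the plate mean of test compounds plus 3 SD, cut at about 30% in these data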;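 note: 0% = DMSO wells with GLD-1 and probe and 100% = wells lacking GLD-1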
Target sequence (Q17339 whole entry, looked up): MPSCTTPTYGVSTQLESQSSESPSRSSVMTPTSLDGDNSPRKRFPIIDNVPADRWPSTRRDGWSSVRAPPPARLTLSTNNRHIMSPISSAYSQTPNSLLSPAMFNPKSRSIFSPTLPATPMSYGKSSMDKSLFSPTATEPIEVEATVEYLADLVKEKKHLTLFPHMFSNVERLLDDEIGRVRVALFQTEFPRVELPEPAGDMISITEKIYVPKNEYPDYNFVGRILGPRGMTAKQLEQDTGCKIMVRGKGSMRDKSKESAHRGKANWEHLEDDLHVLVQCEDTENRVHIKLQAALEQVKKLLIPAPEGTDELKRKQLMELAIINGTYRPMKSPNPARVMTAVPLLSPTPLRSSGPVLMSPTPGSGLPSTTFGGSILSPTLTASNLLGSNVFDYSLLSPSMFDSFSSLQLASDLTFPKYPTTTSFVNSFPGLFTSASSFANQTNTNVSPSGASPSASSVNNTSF
Fam108B counter: counter-screen for RBBP9 inhibitors: inhibitors of mouse Fam108B. recombinant Fam108B, FP-Rh probe fluorescence polarization. inhibition, % at 9.51 µM. 300,000 compounds, 0.33% hits;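 active = inhibition above the screen mean inhibition plus 3 SD, computed separately per campaign, cut at about 18% in these data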;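 note: inhibitors lower polarization as less probe binds the enzyme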
MEX-5 binding: C. elegans MEX-5 TCR-2 RNA binding activity. Q9XUB2. MEX-5/FITC-TCR2 RNA binding, fluorescence polarization; hits give low values. activity score (negative = inhibition of binding), % at 10 µM. 300,000 compounds, 0.38% hits. AID 1832;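 active = inhibition past about -25% in most replicates, and total fluorescence under double the plate's negative control median, limit read from the data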;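 note: 0% = DMSO and -100% = 5 µM competing unlabeled TCR2 RNA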
MCL1-BIM inh: MCL1-BIM-BH3 interaction inhibition (human); Q07820; GST-MCL1 / FITC-Bim-BH3 fluorescence polarization; inhibition, % at 10.9 µM; 320,000 compounds, 0.68% hits; AID 2057;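 active = inhibition above the mean inhibition of all tested compounds plus 3 SD, set per campaign, cut at about 40% in these data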;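 note: 0% = DMSO wells and 100% = unlabeled Bim-BH3 peptide control; higher means more loss of mP so more displacement of Bim peptide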
Target sequence (Q07820 whole entry, looked up): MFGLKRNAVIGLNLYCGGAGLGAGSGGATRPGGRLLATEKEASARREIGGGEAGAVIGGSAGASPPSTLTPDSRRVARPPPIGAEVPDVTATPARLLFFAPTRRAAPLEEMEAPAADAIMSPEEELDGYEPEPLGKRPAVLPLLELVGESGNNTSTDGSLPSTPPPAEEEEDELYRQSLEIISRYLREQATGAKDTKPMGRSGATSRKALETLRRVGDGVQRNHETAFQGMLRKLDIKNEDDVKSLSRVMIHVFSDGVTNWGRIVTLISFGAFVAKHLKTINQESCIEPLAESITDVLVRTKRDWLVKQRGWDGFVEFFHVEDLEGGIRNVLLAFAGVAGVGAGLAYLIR
Bcl-xL primary: blocks human Bcl-xL binding to Bim BH3 peptide | Q07817 | GST-Bcl-xL / FITC-Bim BH3 peptide fluorescence polarization | inhibition, % at 10.9 µM | 320,000 compounds, 0.7% hits | AID 2129;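 active = inhibition above the mean of all tested compounds plus 3 SD, cutoff set per campaign, cut at about 30% in these data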;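 note: 0% = DMSO wells and 100% = unlabeled Bim-BH3 peptide competitor; inhibitors lower millipolarization by displacing the labeled peptide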
Starred values were filed as active, the others as inactive; nt = no result given. Compounds as they come. About 2.3% of those tested had a hit in this group.

SMILES | CR mimetic SO | ZTA counter | EBNA-1 inhibitor | Efflux pump mplx | GLD-1 RNA inh | Fam108B counter | MEX-5 binding | MCL1-BIM inh | Bcl-xL primary
COc1ccc(-c2ccc(/C=C3/C(=N)N4C(C)=CSC4=NC3=O)o2)c([N+](=O)[O-])c1 | 102 | 6 | 6 | -0.1 | 2 | -10 | 0.4 | 8 | 13
O=C(CSc1nnc(CNC(=O)c2ccccc2F)o1)NC1CCCC1 | 101 | 4 | 8 | 0.1 | 1 | 1 | nt | 1 | -2
COc1cccc(C2/C(=C(\O)c3ccc4c(c3)OCCO4)C(=O)C(=O)N2Cc2cccnc2)c1 (centres undefined) | 95 | -4 | -2 | -0.1 | 6 | -2 | -0.3 | 2 | 4
Cc1nc2c(nnn2Cc2ccccc2)c(=O)n1-c1ccccc1 | 99 | 10 | 1 | 0.0 | -1 | 0 | 2.3 | -2 | 5
CCC(C(=O)NC1CCCCCC1)n1nc(C)n2c(cc3occc32)c1=O (centres undefined) | 111 | -6 | -22 | 0.3 | 1 | 2 | 2.3 | 0 | 0
CC(=O)NC(CCCCNC(=S)NC1CCCCC1)C(=O)O (centres undefined) | 105 | -1 | 7 | -0.1 | 4 | -2 | 0.0 | 5 | 4
COc1cccc(NC(=O)N2CCCC(C(=O)NC3CCCCC3C)C2)c1 (centres undefined) | 106 | 1 | 15 | 0.0 | -1 | 2 | 1.3 | 1 | 4
CC(=O)c1ccc(NS(=O)(=O)c2ccc(N/C=C/C(=O)c3ccc(F)cc3)cc2)cc1 | 103 | -1 | 11 | -0.1 | 5 | -21 | -11 | -13 | -16
O=C(O)c1ccc(/C=N/NC(=O)c2cc(-c3ccc4c5c(cccc35)CC4)n[nH]2)cc1 | 96 | 18 | -3 | 0.0 | -1 | -48 | -2.1 | 11 | 9
CC1CCc2cc(F)ccc2N1C(=O)CSc1nnc2c(n1)[nH]c1ccccc12 (centres undefined) | 108 | -11 | -3 | 0.1 | 3 | -7 | 1.0 | 3 | 11
CCOc1ccc(/C=N/NC(=O)c2[nH]ncc2Br)c(O)c1 | 140 | -8 | 0 | 0.6 | 4 | -3 | -3.2 | -2 | -1
Cc1ccccc1NC(=S)NC1(C)CCS(=O)(=O)C1 (centres undefined) | 94 | 1 | -17 | 0.1 | 3 | 1 | -0.3 | 1 | 3
Cc1cc(NC(=O)CN2C(=O)NC(C)(CCc3ccccc3)C2=O)no1 (centres undefined) | 91 | -7 | 5 | -0.2 | -2 | -1 | 1.0 | 8 | 6
CCC(C(=O)Nc1ccccc1Cl)n1nc(C)c2c(C)n(-c3ccccc3)nc2c1=O (centres undefined) | 126 | 20 | 12 | -0.3 | 4 | 3 | 2.5 | 7 | -1
Cc1cc(SCC(=O)OCC(=O)c2c(N)n(C)c(=O)n(C)c2=O)c(C)cc1Br | 133 | -5 | -6 | 0.1 | -4 | -8 | 2.1 | 1 | -7
Cc1[nH][nH]c(=O)c1C | 78 | -4 | nt | -0.1 | 0 | nt | nt | 7 | 6
COc1ccccc1C(CNC(=O)c1cccc(S(=O)(=O)Nc2ccc(C)cc2)c1)N(C)C (centres undefined) | 94 | 16 | -7 | 0.6 | 4 | -4 | 3.0 | 7 | 1
O=C(COc1ccc2c3c(c(=O)oc2c1)CCC3)Nc1ccc(CN2CCOCC2)cc1 | 104 | 11 | -1 | 0.3 | -5 | 0 | 0.0 | 5 | 5
Cn1c(N)c(C(=O)CSc2nnnn2-c2ccccc2)c(=O)n(C)c1=O | 104 | -5 | -2 | 0.0 | -9 | -3 | -2.9 | -4 | -8
CN(CC(=O)Nc1ccc(F)c(F)c1F)C(=O)C1=COCCO1 | 94 | -5 | -5 | 0.1 | -9 | 0 | 0.7 | -22 | -8
COc1ccc(Cl)cc1N1CC(c2nc3ccccc3[nH]2)CC1=O (centres undefined) | 91 | 4 | 18 | -0.2 | 0 | -1 | -0.2 | 4 | 7
COc1cc(OC)nc(Oc2ccccc2C(=O)Oc2ccc(Cl)cc2)n1 | 90 | -3 | 5 | -0.3 | 5 | 5 | -1.1 | 5 | 0
O=S(=O)(c1ccc(OCC(O)CN2CCC(Cc3ccccc3)CC2)cc1)N1CCOCC1 (centres undefined) | 118 | -10 | 0 | 0.1 | 1 | -3 | -5.6 | 13 | 0
CC(C)(C)C(O)(CC#CCN1CCCC1)c1ccccc1 (centres undefined) | 90 | -1 | -7 | 0.0 | 2 | 3 | -0.1 | 6 | 5
CCOC(=O)c1cnn(Cc2ccc(C)cc2)c1N | 105 | -3 | 1 | 0.1 | 7 | -3 | nt | 2 | 7
COc1ccccc1-n1c(SCC(=O)Nc2cc(C)on2)nc2c(c1=O)SCC2 | 89 | -19 | 6 | 0.2 | 9 | 0 | 0.5 | 3 | 1
O=C(O)C(C(=O)Oc1ccccc1)C(C(=O)O)C(=O)Oc1ccccc1 (centres undefined) | 91 | -2 | nt | -0.1 | 2 | nt | nt | 7 | 6
CCCNC(=O)c1ccc(N2CCC3(CC2)CC(c2cccc(Br)c2)=NO3)c(NC(=O)c2ccccc2)c1 | nt | 1 | 7 | nt | 1 | -14 | 5.4 | -5 | -5
Cc1ccc(C(=O)N/C(=C\c2cccs2)C(=O)NCCc2ccccn2)cc1C | 91 | 1 | -2 | 0.2 | -2 | 1 | -1.1 | 2 | 4
CC(C)OCCCNC(=O)c1ccncc1 | 162 | 8 | 1 | -0.1 | -1 | 2 | -1.4 | -6 | -2
COc1cccc(CN2CCN(CCc3ccccc3)C(CCO)C2)c1OC (centres undefined) | 112 | -1 | 8 | 0.2 | 3 | 1 | 1.1 | 9 | 6
CCOC(=O)c1ccc(N2CCN(c3ccccc3F)CC2)c(NC(=O)Nc2cccc(OC)c2)c1 | 83 | -14 | -1 | -0.2 | 7 | 14 | 1.6 | 1 | 1
Cc1ccccc1SCC(=O)OCC(=O)NCCNC(=O)COC(=O)CSc1ccccc1C | 105 | -15 | -2 | 0.0 | 7 | 1 | 4.0 | -16 | -14
COc1ccc(NC(=O)NNC(=O)c2cc3ccccc3cc2O)cc1 | 110 | -7 | -1 | 0.1 | 3 | 3 | 2.4 | -3 | 2
COC(=O)C(CCSC)NC(=O)c1cc2c(n(-c3ccccc3)c1=O)CC(C)(C)CC2=O (centres undefined) | 95 | 0 | 3 | 0.4 | 8 | 0 | 0.8 | 14 | 5
O=C(CN1C(=O)NC2(CCCC2)C1=O)Nc1ccc(OC(F)(F)F)cc1 | 103 | 13 | 3 | 0.0 | 9 | 1 | -1.3 | -10 | -6
COc1cc2ccccc2cc1C(=O)N/N=C/c1cccnc1 | 104 | -8 | 2 | -0.3 | -2 | 3 | 0.4 | 0 | 4
Cc1cc(C)c(S(=O)(=O)Nc2ccc3[nH]c(=O)[nH]c3c2)c(C)c1 | 99 | -19 | -2 | 0.0 | 0 | -5 | 0.1 | -1 | 3
Cc1ccc(NC(CNS(=O)(=O)c2ccc(Cl)cc2)c2ccccc2)cc1 (centres undefined) | 110 | -10 | -19 | 0.1 | 12 | -2 | 1.3 | 2 | 9
O=C(O/N=C(\c1ccccc1)c1ccccn1)c1cccc2ccccc12 | 106 | 14 | 8 | -0.1 | 1 | -7 | 1.2 | 3 | 2
COc1ccc(Br)cc1C1CC(=O)N2CN(Cc3ccccc3)CSC2=C1C#N (centres undefined) | 105 | 8 | 2 | -0.2 | -2 | 5 | 1.4 | -3 | -2
O=C(COC(=O)c1ccc(Cl)cc1O)Nc1cccnc1Cl | 111 | -19 | -1 | 0.0 | 7 | 0 | -1.1 | -10 | 4
Clc1ccc(OCCCc2nc(-c3ccncc3)no2)c(Cl)c1 | 125 | 2 | 12 | 0.0 | 3 | -2 | -1.3 | -9 | 0
Nc1nnc(SCC(=O)Nc2cccc(S(=O)(=O)N3CCOCC3)c2)s1 | 100 | -9 | -9 | 0.1 | 3 | 5 | -1.5 | 3 | -2
Cc1ccccc1C(=O)Nc1ccc(C(=O)N/N=C/c2ccccn2)cc1 | 89 | 4 | 4 | 0.0 | 6 | 2 | 0.3 | 4 | -1

Random excerpt: 2 entries already listed
SMILES | CR mimetic SO | ZTA counter | EBNA-1 inhibitor | Efflux pump mplx | GLD-1 RNA inh | Fam108B counter | MEX-5 binding | MCL1-BIM inh | Bcl-xL primary
COc1cccc(NC(=O)N2CCCC(C(=O)NC3CCCCC3C)C2)c1 (centres undefined) | 106 | 1 | 15 | 0.0 | -1 | 2 | 1.3 | 1 | 4
Cc1nc2c(nnn2Cc2ccccc2)c(=O)n1-c1ccccc1 | 99 | 10 | 1 | 0.0 | -1 | 0 | 2.3 | -2 | 5

(further entries)
SMILES | CR mimetic SO | ZTA counter | EBNA-1 inhibitor | Efflux pump mplx | GLD-1 RNA inh | Fam108B counter | MEX-5 binding | MCL1-BIM inh | Bcl-xL primary
CN(Cc1ccccc1)c1ccc(C(CC(N)=O)NC(=O)c2ccccc2)cc1[N+](=O)[O-] (centres undefined) | 113 | -30 | -16 | 0.3 | 16 | -2 | 4.4 | -2 | 3
CC/C(=N\O)c1c(O)c2c(n(-c3ccccc3)c1=O)CCCC2 | 81 | -9 | 1 | -0.7 | 0 | 3 | -2.0 | 8 | 0
COc1ccc(OC)c(S(=O)(=O)N2CCN(Cc3ccccc3)CC2)c1 | 93 | -24 | -9 | 0.1 | 1 | 5 | 3.0 | 18 | 1
Fc1cccc(/C=N/N=C/c2cccc(F)c2)c1 | 99 | 3 | 1 | 0.0 | -5 | 2 | 0.5 | -1 | 5
Cc1cc(NCCN2CCOCC2)c2ccc3ccccc3c2n1 | 82 | 1 | 8 | -0.1 | 6 | -5 | -0.2 | 6 | 1
COc1ccc(OC2C(=O)N(Cc3ccc(F)cc3)C2c2cc(OC)c(OC)c(OC)c2)cc1 (centres undefined) | 95 | 20 | 8 | -0.1 | 4 | 1 | nt | -2 | 2
O=C(c1ccco1)N1CCN(c2ncnc3c(-c4ccccc4)nsc23)CC1 | 101 | 11 | -5 | -0.1 | 6 | 4 | -1.5 | -1 | 9
COc1ccc([C@H]2CC(=O)C=C(c3ccnc4ccc(Cl)cc34)C2)cc1 | 99 | -5 | nt | 67* | 1 | nt | nt | 10 | 5

Molecules from the list above with an aryl thioether with sulfur outside any ring (seven):
SMILES | CR mimetic SO | ZTA counter | EBNA-1 inhibitor | Efflux pump mplx | GLD-1 RNA inh | Fam108B counter | MEX-5 binding | MCL1-BIM inh | Bcl-xL primary
O=C(CSc1nnc(CNC(=O)c2ccccc2F)o1)NC1CCCC1 | 101 | 4 | 8 | 0.1 | 1 | 1 | nt | 1 | -2
CC1CCc2cc(F)ccc2N1C(=O)CSc1nnc2c(n1)[nH]c1ccccc12 (centres undefined) | 108 | -11 | -3 | 0.1 | 3 | -7 | 1.0 | 3 | 11
Cc1cc(SCC(=O)OCC(=O)c2c(N)n(C)c(=O)n(C)c2=O)c(C)cc1Br | 133 | -5 | -6 | 0.1 | -4 | -8 | 2.1 | 1 | -7
Cn1c(N)c(C(=O)CSc2nnnn2-c2ccccc2)c(=O)n(C)c1=O | 104 | -5 | -2 | 0.0 | -9 | -3 | -2.9 | -4 | -8
COc1ccccc1-n1c(SCC(=O)Nc2cc(C)on2)nc2c(c1=O)SCC2 | 89 | -19 | 6 | 0.2 | 9 | 0 | 0.5 | 3 | 1
Cc1ccccc1SCC(=O)OCC(=O)NCCNC(=O)COC(=O)CSc1ccccc1C | 105 | -15 | -2 | 0.0 | 7 | 1 | 4.0 | -16 | -14
Nc1nnc(SCC(=O)Nc2cccc(S(=O)(=O)N3CCOCC3)c2)s1 | 100 | -9 | -9 | 0.1 | 3 | 5 | -1.5 | 3 | -2
